Source: PubChem (several laboratories)
rCAG binder: binders of r(CAG) RNA repeats, primary screen, biochemical, fluorescence | r(CAG) RNA repeat, TO-PRO-1 dye displacement fluorescence | inhibition, % at 3 µM | actives 1.3% (n = 370,000) | AID 651821, 2012;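 active = inhibition above the plate cutoff, the mean of all test compounds on that plate plus 3 SD, cut at about 35% in these data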;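 note: 0% = DMSO alone and 100% = 100 µM mitoxantrone as full dye displacement; higher means more dye released from RNA so lower well fluorescence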
SMARCA2 activ: SMARCA2 (BRM) function activators, primary screen, cell-based, luminescence, high throughput. MG213 cells, MMTV-luciferase reporter, dexamethasone, overnight. activation, % at 9.1 µM. actives 1% (n = 370,000). AID 652017, 2013; in the data active = activation above about 7.8%;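 note: 0% = vehicle wells and 100% = reference activator wells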
ASAP1 GAP inh: inhibitors of human ASAP1 ArfGAP activity, primary screen, biochemical, fluorescence polarization | Arf-GAP with SH3 domain, ANK repeat and PH domain-containing protein 1 (Homo sapiens), … | ASAP1-stimulated ARF1 GTP hydrolysis, GDP FP detection | inhibition, % at 16.5 µM | actives 0.19% (n = 360,000); in the data active = inhibition above about 25%;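 note: 0% = vehicle with enzyme and substrate and 100% = no enzyme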
Target sequence (Q9ULH1 325-724 limits assumed): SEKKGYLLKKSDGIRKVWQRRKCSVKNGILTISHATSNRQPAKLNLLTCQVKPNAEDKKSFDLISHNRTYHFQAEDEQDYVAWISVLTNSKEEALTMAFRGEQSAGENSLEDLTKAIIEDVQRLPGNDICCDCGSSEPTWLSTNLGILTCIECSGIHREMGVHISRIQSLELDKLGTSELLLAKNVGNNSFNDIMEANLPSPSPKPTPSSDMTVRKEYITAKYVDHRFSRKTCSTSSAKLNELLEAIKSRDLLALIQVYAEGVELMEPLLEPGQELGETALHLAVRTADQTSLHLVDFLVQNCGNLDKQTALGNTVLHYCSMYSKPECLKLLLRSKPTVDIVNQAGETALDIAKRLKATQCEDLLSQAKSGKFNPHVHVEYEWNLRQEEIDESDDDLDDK
GC-A act: GC-A stimulated cGMP production enhancers – HEK293 GC-A cells, cGMP TR-FRET, EC30 ANP, primary screen; activation, % at 10 µM; actives 0.14% (n = 370,000); AID 1671463, 2021; 0% at EC30 ANP, 100% saturating ANP; in the data active = activation above about 40%
NR1D1 modulator: modulators of Rev-erb alpha DNA binding, primary screen, biochemical, FITC-DNA, fluorescence polarization, uHTS. Rev-erbα–FITC-DNA binding, 90 min. actives 0.79% (n = 370,000). activity, % at 10 µM. Nuclear receptor subfamily 1 group D member 1 (Homo sapiens), P20393;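 active = activity above about 14%, limit read from the data; passing the limit was not always enough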;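 note: 0% = DMSO wells with 35 nM protein and 100% = DMSO wells with 750 nM protein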
PG9 Ab binder: binders of HIV-1 gp120 antibody PG9, primary screen, biochemical, TR-FRET | HIV-1 gp120 / PG9 antibody interaction | TR-FRET gp120-PG9 antibody binding | inhibition, % at 6.7 µM | actives 0.43% (n = 360,000); in the data active = inhibition above about 8.5%
mABHD4 FP: ABHD4 inhibitors, primary screen, biochemical, fluorescence polarization, mouse | (Lyso)-N-acylphosphatidylethanolamine lipase (Mus musculus), Q8VD66 | purified mABHD4, FP-Rh probe fluorescence polarization | inhibition, % at 8.92 µM | actives 0.54% (n = 370,000);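 active = inhibition exceeding the mean over every tested compound plus 3 SD, cut at about 30% in these data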;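 note: 0% = plate median of compound wells and 100% = S159A mutant with DMSO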
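Material: mouse ABHD4 enzyme, wild type; Benchmarks: S159A mutant high control, sample median low control; Buffer or medium: HEPES pH 7.0, NaCl, Pluronic buffer; Signal: fluorescence polarization; Read-out: percent inhibition of probe binding, normalized to plate controls; Timing: pre-incubation 45 min, probe exposure 60 min, at 25 °C; Dosing: 8.92 µM, single dose.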
GC-B act: human GC-B receptor activators, primary screen, HEK293 GC-B cells, cGMP TR-FRET, EC30 CNP; 0% at EC30 CNP, 100% saturating CNP; actives 0.11% (n = 370,000); activation, % at 10 µM; Atrial natriuretic peptide receptor 2 (Homo sapiens), P20594;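 active = activation at 10 µM reaching about 35% in either raw or pattern-adjusted values, limit read from the data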
ARFGAP1 inh: inhibitors of rat ARFGAP1 GAP activity, primary screen, biochemical, fluorescence polarization, GDP tracer; inhibition, % at 16.5 µM; ADP-ribosylation factor GTPase-activating protein 1 (Rattus norvegicus), Q62848; actives 0.26% (n = 360,000); Arfgap1-stimulated ARF1 GTP hydrolysis, GDP FP detection;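 active = inhibition above a per-plate limit, mean inhibition of low control wells plus 3 SD, cut at about 25% in these data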;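 note: 0% = DMSO wells with enzyme and 100% = wells lacking Arfgap1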
Target sequence (Q62848 1-136 limits assumed): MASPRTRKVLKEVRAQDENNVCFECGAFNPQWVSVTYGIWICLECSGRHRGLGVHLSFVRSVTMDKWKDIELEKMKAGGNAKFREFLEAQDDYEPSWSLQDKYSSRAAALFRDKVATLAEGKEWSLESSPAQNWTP
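Material – truncated rat Arfgap1 GAP domain · Buffer or medium – HEPES-based buffer, pH 7.5 · Reagent – human ARF1(Δ1-17)-GTP substrate · Dosing – 16.5 µM single point, 1.26% DMSO · Schedule – GTP hydrolysis reaction 2 h at 25 °C · Technique – GDP detection by fluorescence polarization · Benchmarks – No-Arfgap1 wells (100%) versus DMSO full-reaction wells (0%) · Repeats – single replicate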
HTRA1 inhibitor: HTRA1 serine protease inhibitors, primary screen, biochemical, fluorescence polarization, HTS. Q92743. recombinant HTRA1, FP-rhodamine activity-based probe. inhibition, % at 5.96 µM. actives 0.5% (n = 340,000). AID 504803, 2011; in the data active = inhibition above about 36%;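 note: 0% = enzyme with DMSO and 100% = wells lacking enzyme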
Target sequence (Q92743 whole entry, looked up): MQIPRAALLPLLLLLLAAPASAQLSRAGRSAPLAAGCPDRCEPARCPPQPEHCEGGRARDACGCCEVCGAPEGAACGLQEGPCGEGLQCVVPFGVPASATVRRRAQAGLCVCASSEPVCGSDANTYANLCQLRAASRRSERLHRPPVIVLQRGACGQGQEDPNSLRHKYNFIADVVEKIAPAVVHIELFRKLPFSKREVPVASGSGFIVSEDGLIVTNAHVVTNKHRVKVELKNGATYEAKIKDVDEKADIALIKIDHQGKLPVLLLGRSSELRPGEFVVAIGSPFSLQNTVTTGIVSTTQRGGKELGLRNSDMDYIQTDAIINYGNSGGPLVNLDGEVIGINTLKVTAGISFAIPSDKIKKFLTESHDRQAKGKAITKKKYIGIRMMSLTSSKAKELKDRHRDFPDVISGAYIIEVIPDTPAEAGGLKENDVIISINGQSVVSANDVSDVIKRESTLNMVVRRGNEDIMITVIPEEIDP
* hit, by the source's call; x = no result given.

SMILES	rCAG binder	SMARCA2 activ	ASAP1 GAP inh	GC-A act	NR1D1 modulator	PG9 Ab binder	mABHD4 FP	GC-B act	ARFGAP1 inh	HTRA1 inhibitor
C=CCN1CCN(C(c2cccc(OC)c2OC)c2nnnn2CCC(C)C)CC1 (configuration not stated)	-9.2	-2.1	7.7	x	x	-0.8	3.6	x	5.7	-6.7
O=C(NC(=S)Nc1ccccc1Br)C1CCCCC1	-0.8	5.0	-0.2	0.0	-1.7	0.9	-19.5	0.0	-3.1	-19.4
Cc1ccc(N2CCN(/N=C/C(Cl)=C/c3ccccc3)CC2)cc1	0.3	0.5	-4.1	4.8	-4.3	1.9	1.0	-1.8	-9.8	-2.2
NC(=O)c1ccc(NC(=O)C#Cc2ccccc2)cc1	-1.6	1.5	-1.8	0.4	-5.1	-0.3	-2.2	-2.5	3.2	3.2
CC(c1ccon1)N(C)C(=O)c1cccc(OC2CCN(S(C)(=O)=O)CC2)c1 (configuration not stated)	-0.9	-4.4	-10.0	0.9	0.7	0.1	-0.8	3.3	3.6	6.0
CN(Cc1ccccc1)C(=O)OCc1cn(Cc2cc(F)ccc2F)nn1	-1.1	-3.0	x	-2.3	2.2	x	-0.7	10.2	x	x
COc1ccc2c(c1)C(=O)Cc1ccccc1O2	1.8	-0.8	-2.5	-1.5	0.2	-0.3	-0.2	-1.8	-1.5	-0.7
CCO[C@H]1OC(C(=O)NCc2ccccc2)=C[C@@H](C2CC2)[C@@H]1CCCO	-6.5	1.4	-7.7	-0.1	3.5	0.5	-0.1	-4.8	-13.3	-0.7
COc1cccc(C(=O)/C=C/Nc2ccc(S(=O)(=O)Nc3onc(C)c3C)cc2)c1	13.1	12.0*	-11.1	-1.3	4.6	-2.7	-2.3	1.7	3.6	-4.1
C=C(C)c1cccc(C(C)(C)NC(=O)N2CCC(C(N)=O)CC2)c1	-5.8	-1.7	-10.2	-0.4	0.9	-1.8	2.3	4.0	-1.3	3.6
CCOc1ccccc1NC(=O)c1ccc2c(c1)C(=O)N(C(C)(C)C)C2=O	-1.6	-3.6	-17.0	1.9	-1.5	1.1	-4.2	5.8	0.1	-1.8
CC(C)(C)c1ccc(C(=O)N2CCC2(C)C(=O)Nc2cccc3ccccc23)cc1 (configuration not stated)	1.6	-1.4	6.9	-1.1	-14.0	-2.5	-13.4	-3.4	5.8	x
Cc1ccc(C(=O)NCC(=O)OCC(=O)Nc2cc(S(=O)(=O)N3CCOCC3)ccc2Cl)s1	5.8	-1.1	15.1	-2.7	-0.6	0.1	-0.7	-0.8	3.8	-2.1
Cc1cc(NC(=O)Nc2cccc(Cl)c2)n(C(C)(C)C)n1	0.7	-0.4	-8.6	-1.7	9.7	-1.8	-0.9	-0.1	2.6	5.7
COC(=O)CCNC(=O)Cc1c(C)n(C(=O)c2ccc(Cl)cc2)c2ccc(OC)cc12	-1.0	-1.9	2.1	-2.5	1.2	-0.8	-6.4	-1.3	-3.4	-11.3
COC(=O)c1ccc2nc(Nc3nc4ccc(F)cc4s3)sc2c1	19.1	-5.2	4.2	7.4	47.5*	1.9	-4.0	2.6	10.5	-15.5
O=C(COC(=O)c1ccccc1NC(=O)c1ccco1)Nc1ncc(Cl)cc1Cl	5.5	0.3	-3.5	-2.1	-0.5	3.6	-13.2	0.2	10.8	-30.9
COc1ccccc1NC(=O)c1cc(OC)c(OC)cc1[N+](=O)[O-]	-3.1	3.4	0.1	2.4	-3.2	0.7	1.1	-2.8	-0.2	15.5
COc1cccc(N2CCN(CC(=O)Nc3nc(C)c(C(=O)N(C)C)s3)CC2)c1	-0.7	-2.6	5.2	-1.2	-3.2	0.7	3.4	0.8	-4.3	5.8
CCCSc1nnc(N2C(=O)CC(c3ccsc3)C3=C2CCCC3=O)s1 (configuration not stated)	-4.3	0.6	16.4	0.6	-3.1	-0.6	3.3	5.4	1.0	-7.8
O=S(=O)(NN=C1CCCCC1)c1ccccc1	3.1	-1.6	-9.9	-1.0	0.1	-0.7	-6.3	2.6	3.1	8.3
CCCOC(=O)C1=C(C)NC2=C(C(=O)C(C(=O)OC)C(C)C2)C1c1ccc(N(C)C)cc1 (configuration not stated)	0.7	-0.9	-1.9	6.8	-1.4	0.3	8.6	-3.7	10.3	0.0
Cc1cc2c(cc1S(=O)(=O)CCC(=O)NCc1ccccc1)OCC(=O)N2	3.5	-2.2	-12.7	2.4	3.1	-0.3	13.6	2.2	7.1	-6.1
O=C(Nc1ccc(-c2nnc3n2CCCCC3)cc1)c1ccco1	-0.4	-1.4	3.5	3.9	0.4	-2.8	0.8	-1.8	0.9	-5.9
Cc1nc(-c2cccnc2)sc1C(=O)Nc1ccc(C(F)(F)F)cc1	-1.1	-3.0	-2.4	-1.6	0.3	-2.2	-6.3	2.0	11.7	-27.4
COC(=O)CCCC(=O)NC1CC(C)(C)Cc2c1cnn2-c1ccc(C)cc1 (configuration not stated)	-6.5	-1.2	0.1	-0.4	4.0	1.1	-13.5	-2.6	14.9	8.2
O=C(O)CCc1ccc(-c2ccc(F)cc2)n1CC(=O)O	6.4	-0.8	-6.3	6.8	3.7	-0.9	7.0	0.7	10.4	6.6
COc1ccc(C(=O)C2CCCN(Cc3cccn3-c3ccccn3)C2)c(OC)c1 (configuration not stated)	9.1	-1.6	-12.1	-16.5	3.0	-2.8	-1.6	-7.4	-5.2	-0.9
CC(=O)/C(=C/N(C)C)Sc1ccc(C)cc1	0.8	-0.1	12.6	4.7	1.5	1.1	2.9	-9.3	0.9	-3.8
Cc1cc(=S)n(-c2ccccc2)n1C	-2.4	-0.5	7.0	-2.4	-1.6	-0.2	2.5	1.2	-0.8	-4.3

A draw from above in order of SMILES length, low to high.
SMILES	rCAG binder	SMARCA2 activ	ASAP1 GAP inh	GC-A act	NR1D1 modulator	PG9 Ab binder	mABHD4 FP	GC-B act	ARFGAP1 inh	HTRA1 inhibitor
CN(Cc1ccccc1)C(=O)OCc1cn(Cc2cc(F)ccc2F)nn1	-1.1	-3.0	x	-2.3	2.2	x	-0.7	10.2	x	x
COc1ccc(C(=O)C2CCCN(Cc3cccn3-c3ccccn3)C2)c(OC)c1 (configuration not stated)	9.1	-1.6	-12.1	-16.5	3.0	-2.8	-1.6	-7.4	-5.2	-0.9
CCCOC(=O)C1=C(C)NC2=C(C(=O)C(C(=O)OC)C(C)C2)C1c1ccc(N(C)C)cc1 (configuration not stated)	0.7	-0.9	-1.9	6.8	-1.4	0.3	8.6	-3.7	10.3	0.0

Remaining list, next part.
SMILES	rCAG binder	SMARCA2 activ	ASAP1 GAP inh	GC-A act	NR1D1 modulator	PG9 Ab binder	mABHD4 FP	GC-B act	ARFGAP1 inh	HTRA1 inhibitor
Cc1cccc(NS(=O)(=O)Cc2ccccc2)n1	-1.2	0.1	-0.7	3.5	1.1	1.7	6.6	0.3	14.0	6.4
O=C(NCc1nc2ccccc2[nH]1)c1cccc(S(=O)(=O)N2CCCC2)c1	0.3	3.0	20.1	0.5	4.2	-0.1	-0.5	-6.2	9.5	2.4
O=C(Nc1nc(-c2ccccc2)cs1)c1ccc2c(c1)S(=O)(=O)c1ccccc1C2=O	4.1	-4.3	-0.2	4.2	-1.9	-3.0	-6.5	6.9	-14.1	6.0
CCn1c(SCC(=O)Nc2ccc(C)cc2)nnc1-c1ccccn1	-2.3	-0.2	-2.0	3.9	0.3	0.2	3.9	1.0	7.0	2.2
O=C(CCNS(=O)(=O)c1ccc(Cl)cc1)N1CCN(Cc2ccccc2)CC1	-5.7	-1.7	0.7	-0.6	-1.2	-0.8	15.0	-1.9	3.7	1.3
Cc1ccc2c(c1)N=C(c1ccc(F)cc1)CO2	1.9	5.7	-10.9	-2.3	3.3	-1.7	4.7	-0.9	6.2	6.2
CCC(=O)N1N=C(c2ccccc2)CC1c1ccccc1 (configuration not stated)	1.3	-0.8	-1.0	-10.0	-0.5	-0.1	-12.6	-2.1	-3.3	-6.2
N#Cc1cc2[nH]c3ccccc3c2[n+](-c2ccc([N+](=O)[O-])cc2)c1N	1.5	7.8	-0.5	-13.5	5.4	-3.4	-0.1	-15.9	1.6	6.0
O=C(NCCCn1ccnc1)c1cc2c(ccc3ccccc32)o1	-0.6	-0.8	-4.2	15.9	-0.1	0.4	7.1	-2.8	-10.1	x
COc1ccccc1N1CCN(Cc2ccc(O)c3ncccc23)CC1	-1.7	-2.7	-5.7	0.2	-3.0	-1.2	6.3	-3.5	-24.3	44.9*
C=CCc1cc(OC)ccc1OCCN1CC(C)OC(C)C1 (configuration not stated)	-1.1	-2.8	-5.7	-5.4	-9.9	1.3	13.5	1.7	6.8	-1.3
O=C(Cc1ccc(F)cc1)OCC(=O)c1cc2ccccc2o1	0.1	-0.7	5.3	2.3	4.2	0.2	-6.3	3.1	3.8	-6.3
COc1ccc(NS(=O)(=O)c2c(C)[nH]c(=O)[nH]c2=O)cc1OC	3.6	-1.5	-8.9	3.3	5.8	2.5	-9.7	10.6	18.0	0.1
CCOC(=O)C1CCN(CC(=O)c2ccc(O)c(C)c2O)CC1	6.2	-3.5	-4.8	-0.6	6.0	0.7	10.7	-4.0	0.7	-1.4
Cc1ccc2nc(C)c(C(=O)NN=C3CCCCCC3)n2c1	-0.9	-4.2	-8.5	6.4	4.2	-0.8	10.2	0.4	-2.9	4.0
CC1CCN(S(=O)(=O)c2ccc3c(c2)CC(C)N3C(=O)C2CCC2)CC1 (configuration not stated)	-6.4	-0.9	-2.0	3.0	0.0	-0.6	-10.0	3.2	1.5	-15.3
CC(CCc1ccccc1)NC(=O)c1cccs1 (configuration not stated)	-1.0	-0.7	17.4	1.5	-2.1	-2.0	-6.7	0.1	0.4	-1.7
CCOC(=O)CC/C(=N\NC(N)=O)c1ccc(OC)c(Cl)c1	0.1	-1.0	7.0	1.4	-1.4	1.4	1.4	0.2	-3.7	4.5
Cc1c(C(=O)O)sc2nc(/C=C/c3ccccc3OC(F)F)[nH]c(=O)c12	18.8	-2.6	16.6	-3.6	5.9	1.4	-23.2	-1.6	-6.1	-2.9
O=CN1CCN(C(=O)c2ccccc2F)CC1	2.8	0.8	4.8	0.2	-4.7	0.0	-0.4	-1.0	-6.8	1.3
COC(=O)c1cc(Br)c(=O)n(CCN2CCOCC2)c1	1.7	-0.1	-0.4	2.4	0.3	0.4	7.3	1.7	0.5	4.9
COc1ccc2[nH]cc(C(=O)CN3CCCCC3C)c2c1 (configuration not stated)	7.9	-0.9	-0.3	2.1	-3.2	0.1	-6.5	1.8	-9.7	x
